G9a inh – G9a (human) methyltransferase inhibition | G9a H3K9 monomethylation, AlphaScreen, 2 h | 8.8% of 350,000 active | Potency, µM (doses to about 102 µM), inactives show at the highest dose activity, negative = inhibition, usual class: inhibitors; note: % is set by controls: 0 for no effect and ±100 for the full control effect; nearly all actives have a fitted effect of over 75% in size
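Chemiluminescent proximity detection of H3K9 monomethylation, read after 10 min bead incubation in the dark. Reaction: 20 nM G9a, 500 nM biotin-H3K9 peptide, 20 uM SAM cofactor, 2 h, room temperature, following 15 min enzyme-compound preincubation.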
BAZ2B inh – BAZ2B (human) inhibition | AID 504333 | Q9UIF8 | AlphaScreen BAZ2B-H3K14Ac peptide displacement | Potency, µM (series often up to 114 µM), for inactives: at the highest dose activity change, negative = inhibition, hits mostly inhibitors | 4.4% of 360,000 active; note: % is set by controls: 0 for no effect and ±100 for the full control effect; nearly all actives have a fitted effect of over 60% in size
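BAZ2B 50 nM plus b-H3(5-23)K14Ac 50 nM, PBS pH 7.4/0.01% Tween-20, 30 min RT; compound added (max 110 uM), 30 min RT; streptavidin donor/Ni-chelate acceptor beads 10 ug/mL final, 20 min dark; AlphaScreen read.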
Pol beta inh – blocks human DNA polymerase beta activity; AID 485314; Potency, µM (doses to about 114 µM), for inactives: at the highest dose activity change, negative = inhibition, actives largely listed as inhibitors; P06746; 1.3% of 340,000 active; Pol beta primer extension/strand displacement, fluorescence kinetic; note: % is set by controls: 0 for no effect and ±100 for the full control effect
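Curves were derived by four-parameter Hill fits of normalized qHTS data. The kinetic fluorescent primer-extension read was taken at 0 and 10 min after 50 nM substrate, following a 15 min room-temperature preincubation of 10 nM enzyme with compounds.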
Pol eta inh – blocks human DNA polymerase eta activity; AID 588591; 1.2% of 390,000 active; recombinant Pol eta, fluorescent DNA replication assay; Q9Y253; Potency, µM (highest dose often 114 µM), without a hit: top-dose activity change, negative = inhibition, usual class: inhibitors; note: % is set by controls: 0 for no effect and ±100 for the full control effect
Target sequence (Q9Y253 whole entry, looked up): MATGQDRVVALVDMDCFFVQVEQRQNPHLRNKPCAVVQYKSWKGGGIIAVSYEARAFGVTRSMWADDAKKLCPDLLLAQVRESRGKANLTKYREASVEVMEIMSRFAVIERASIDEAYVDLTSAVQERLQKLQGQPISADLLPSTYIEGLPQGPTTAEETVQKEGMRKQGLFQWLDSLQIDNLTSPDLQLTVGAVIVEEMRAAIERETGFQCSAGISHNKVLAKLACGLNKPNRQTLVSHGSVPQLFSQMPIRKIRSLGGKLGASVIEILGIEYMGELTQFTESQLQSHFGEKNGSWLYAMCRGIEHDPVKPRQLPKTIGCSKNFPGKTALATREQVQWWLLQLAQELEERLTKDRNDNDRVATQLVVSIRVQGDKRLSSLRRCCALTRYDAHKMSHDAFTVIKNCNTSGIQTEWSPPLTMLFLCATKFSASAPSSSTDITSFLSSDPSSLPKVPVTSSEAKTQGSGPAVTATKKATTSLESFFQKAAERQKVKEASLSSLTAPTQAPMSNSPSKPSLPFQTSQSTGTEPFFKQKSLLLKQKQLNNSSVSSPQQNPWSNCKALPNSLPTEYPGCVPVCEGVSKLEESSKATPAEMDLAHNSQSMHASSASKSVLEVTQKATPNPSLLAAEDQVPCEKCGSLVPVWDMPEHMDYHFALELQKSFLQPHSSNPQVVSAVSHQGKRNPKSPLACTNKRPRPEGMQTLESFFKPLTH
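Fluorescent replication assay: 50 nM final substrate added after a 15 min room-temperature compound preincubation with 10 nM enzyme. Signal taken at 0 min and again at 10 min.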
APE1 inh – inhibitors of human APE1 endonuclease; P27695; recombinant APE1, TAMRA/BHQ-2 abasic DNA cleavage fluorescence; Potency, µM (titrated, usually from 65.8 µM), for the others: at the highest dose activity change, negative = inhibition, most hits filed as inhibitors; 0.35% of 350,000 active; AID 2517;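 note: plate controls were vehicle for no effect and reference inhibitor for full effect; nearly all actives have a fitted effect of over 55% in size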
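APE1 at 0.75 nM preincubated 15 min at room temperature with compound. Reaction then started with 50 nM double-stranded THF-abasic substrate labelled with TAMRA/BHQ-2, and 525/598 nm fluorescence read kinetically. Activity taken as third-minus-first read difference, normalized to DMSO and NSC13755 controls.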
Pol iota inh – DNA polymerase iota (human) inhibition; Q9UNA4; Pol iota fluorescent replication assay, 10 min; Potency, µM (titrated, usually from 115 µM), for the others: at the highest dose activity, negative = inhibition, most hits filed as inhibitors; 1% of 390,000 active
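Pol iota at 10 nM preincubated 15 min with compounds at room temperature; reaction started with fluorescent substrate, 50 nM final. Fluorescence read kinetically at 0 and 10 min; buffer-only wells as negative control.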
BLM inh – inhibitors of human Bloom syndrome helicase BLM. 0.2% of 350,000 active. AID 2528. recombinant BLM DNA unwinding, fluorescence dequenching. Potency, µM (doses to about 56.1 µM), for inactives: at the top dose activity change, negative = inhibition, hits mostly inhibitors;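 note: plate controls were vehicle for no effect and no enzyme for full effect; nearly all actives have a fitted effect of over 35% in size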
Apoferritin bind – candidate novel general anesthetic via apoferritin binding; P02791; Potency, µM (series often up to 77.5 µM), for inactives: top-dose activity change, negative = displacement, actives largely listed as inhibitors; apoferritin/1-aminoanthracene competitive binding, fluorescence; 0.074% of 350,000 active; note: % is set by controls: 0 for no effect and ±100 for the full control effect; nearly all actives have a fitted effect of over 20% in size
Target sequence (P02791 2-175 limits assumed): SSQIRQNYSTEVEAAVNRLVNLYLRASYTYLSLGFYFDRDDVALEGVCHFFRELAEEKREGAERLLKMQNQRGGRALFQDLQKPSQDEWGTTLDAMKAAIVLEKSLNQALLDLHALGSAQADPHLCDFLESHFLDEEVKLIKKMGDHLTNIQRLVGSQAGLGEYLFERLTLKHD
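Horse-spleen apoferritin (10 uM) was mixed with 50% saturated 1-aminoanthracene in PBS, exposed to compounds for 10 min at room temperature, and read for fluorescence (ex 380 nm, em 535 nm). Competitive displacement was fitted with a four-parameter Hill equation.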
Pol kappa inh – blocks human DNA polymerase kappa activity; Q9UBT6; purified Pol kappa, fluorescent DNA synthesis assay, 10 min; Potency, µM (titrated, usually from 107 µM), without a hit: at the highest dose activity, negative = inhibition, usual class: inhibitors; 0.53% of 400,000 active; AID 588579; note: % is set by controls: 0 for no effect and ±100 for the full control effect
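50 nM final substrate added after 15 min RT preincubation of 10 nM Pol kappa with compound; fluorescence read at 0 and 10 min.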
* = called active by the depositor; u = inconclusive; x = no result given; & = joins results of further samples; ! = repeats disagree; [ ] = dose if it differs, or a comment. Calls come from the whole dose curve; as a rule, active = well fitted curve in the direction sought with a large enough effect; inconclusive = small, poorly fitted or top-dose-only effect, or another doubt; inactive = no such curve, though single readings can be large; an effect the other way counts as inactive or inconclusive. Potency is the fitted concentration of half-maximal effect.

structure	G9a inh	BAZ2B inh	Pol beta inh	Pol eta inh	APE1 inh	Pol iota inh	BLM inh	Apoferritin bind	Pol kappa inh
CCOC(=O)NC(=O)/C(N=Nc1cc(C)cc(C)c1)=C(\C)O	9%	-16%	14%	5%	0%	109%[activator]	-2%	-8%	-9%
COc1cccc(NC(=O)CN(c2cccc(C(F)(F)F)c2)S(C)(=O)=O)c1	-1%[12.7 µM]	45%[activator]	19%	-16%	-9%	6%	-19%	-18%	-19%
CN(c1ccc(OCC(=O)Nc2nc3ccccc3s2)cc1)S(=O)(=O)c1ccccc1	-6%	10%	-2%[57.1 µM]	-10%	-4%	u	-5%	4%	-9%
Cc1ccc2nc(SCC(=O)Nc3cccc(Cl)c3)nc(=O)n2c1	15%[59 µM]	-4%	x	-10%	-12%	19%	x	x	-17%
O=C(c1cc(-c2ccncc2)nc2ccccc12)N1CCN(c2ccc(N3CCOCC3)nn2)CC1	-48%	-11%	37%	-11%	u	-14%[58.9 µM]	-1%	-14%	-6%
CCCCCCc1cc2cc(C(=O)Nc3ccccc3)c(=O)oc2cc1O	18%[59 µM]	16%	1%	-18%	3%	19%	0%	9%	7%
O=S(=O)(Nc1cccc2c1CCCC2)c1cccc(C(F)(F)F)c1	58%[activator][59 µM]	36%	-14%	-28%	18%	17%	-13%	-11%	-9%
O=C1C2C3CCCC3=C3CCCC3C2C(=O)N1c1ccccc1 (stereo unspecified)	20µM*	-6%	21%	-12%	-3%	u	-4%	u	-14%
COc1cccc(-c2nc(C(N)=O)c3c(n2)n(-c2ccc4c(c2)OCO4)c(=O)n3C)c1OC	5%[59 µM]	-8%	23%	-4%	x	-1%	1%	0%	-10%[60.1 µM]
CN(C)c1ccc(C(C(=O)NC2CCCC2)N(C(=O)c2csnn2)C2CC2)cc1 (stereo unspecified)	-23%	-20%	-15%	-3%	6%	133%[activator]	-6%	0%	-5%
CCN(C(=O)c1cc2c(s1)-c1ccccc1OC2)c1cc(Cl)ccc1OC	31%[59 µM]	42%[activator]	u	-22%	x	-10%	-10%	106%[activator]	-7%
COc1ccc(/C=C/C(=O)Oc2ccc(/C=N/NC(=O)c3ccncc3)cc2)cc1	5%[59 µM]	-7%	3%	-13%	65%[activator][12.4 µM]	11%	-2%	-7%	-6%
COc1ccc(CN2CCNC(=O)C2CC(=O)N(C)Cc2nonc2C)c(F)c1 (stereo unspecified)	-10%	0%	-2%	-8%	16%	22%	0%	-9%	0%
CC(C)CN(CC(C)C)c1ccc(/C=N/n2cnnc2)cc1[N+](=O)[O-]	u	u	-15%	-14%	-6%	19%	-14%	u	-17%
Cc1ccccc1NC(=O)CSCn1nnc2c(=O)[nH]c(Cc3ccc(F)cc3)nc21	-3%[59 µM]	0%	0%	-14%	x	37%[activator]	-1%	-3%	4%
Cc1noc(C)c1COc1cccc(C(=O)Nc2ccccc2N2CCOCC2)c1	-6%[59 µM]	-3%	-6%	-16%	-5%	50%[activator]	-4%	-11%	1%
Nc1nc(-c2ccc(Cl)cc2)nn1C(=O)c1cccnc1	-37%[12.7 µM]	-1%	-27%	-2%	-5%	0%	-1%	-6%	-6%
COc1ccc(C(=O)OCC(=O)c2ccc(C3CCCCC3)cc2)cc1	10%[59 µM]	19%	5%	5%	-1%	9%[58.9 µM]	-4%	1%	6%
C=CCn1c(SCC(=O)NCCOC)nnc1-c1cc2c(s1)CCC(CC)C2 (stereo unspecified)	6%[59 µM]	-28%	11%	-16%	3%	13%	-11%	-3%	-15%
O=C(Nc1cccc(C(=O)OCc2cc(=O)n3nc(C4CC4)sc3n2)c1)c1cccc(F)c1	5%[59 µM]	-6%	0%	u	x	22%	-12%	31%[activator]	-14%[60.1 µM]
O=C(c1cccc(F)c1)N1CCCC(C(=O)N2CCN(c3ccccc3)CC2)C1 (stereo unspecified)	x	-1%	43%	5%	3%	10%	-4%	-12%	-12%
Cc1onc(-c2ccccc2)c1-c1csc(COc2ccccc2)n1	429%[activator]	87%[activator]	16%	-9%	-2%	15%	-9%	2%	3%
Cc1ccc2c(c1)NC(=O)C(CC(=O)O)O2 (stereo unspecified)	2%	10%	18%	-20%	2%	10%	1%	-1%	12%
COc1cc2c(cc1NC(=O)CSc1nc3ccc(C)cc3[nH]1)oc1ccccc12	20%[59 µM]	-1%	9%	x	3%	x	4%	-3%	x
Cc1c(C)n(Cc2ccccc2)c2ccc(C(=O)NCCc3ccccc3Cl)cc12	-24%[59 µM]	-15%	8%	-1%	x	5%	-6%	62%[activator]	17%

(list continues)
structure	G9a inh	BAZ2B inh	Pol beta inh	Pol eta inh	APE1 inh	Pol iota inh	BLM inh	Apoferritin bind	Pol kappa inh
Cc1c(N(C)C(=O)c2ccc3c(c2)OCO3)c(=O)n(-c2ccccc2)n1C	2%[59 µM]	-1%	-3%	-11%	13%	12%	4%	-1%	-10%
Cc1ccc(-c2nc(SCC(=O)N3CCc4ccccc43)c3c(=O)n(C)c(=O)n(C)c3n2)cc1	23%[59 µM]	1%	0%	x	x	25%	-1%	-12%	-11%[60.1 µM]
O=C(Nc1ccc(OCc2ccccc2)cc1)c1cccc([N+](=O)[O-])c1	-1%[59 µM]	-16%	6%	-5%	-3%	13%	-5%	-17%	-1%
O=C(CCN1C(=O)C2C3C=CC(C3)C2C1=O)Nc1ccc2c(c1)OCO2 (stereo unspecified)	6%[12.7 µM]	-11%	u	-11%	u	1%	-2%	-10%	-10%
CCCCCCCCCCCC(=O)NC1CCS(=O)(=O)C1 (stereo unspecified)	27%	-2%	4%	-6%	3%	144%[activator]	-5%	-19%	1%
Nc1cccc(-c2cn3cccnc3n2)c1	6%	-4%	39%[activator]	-14%	10%	12%	-3%	-7%	-9%
CC(=O)N=C1SC2CS(=O)(=O)CC2N1c1ccc(-c2nc3ccc(C)cc3s2)cc1 (stereo unspecified)	-14%	-4%	-3%	x	-2%	x	-13%	-5%	x
CCCn1nnc(NC(=S)NC(=O)c2cccs2)n1	14µM*	-29%	2%	-13%	0%	0%	1%	0%	-2%
Cc1ccc(NC(=O)Cn2c(=O)cnc3ccccc32)cc1S(=O)(=O)N1CCCCC1	31%[2.33 µM]	4%	x	-17%	0%	0%	x	x	10%
N#Cc1cc(-c2ccccc2)oc1NC(=O)c1ccco1	5%[12.7 µM]	u	8%	4%	9%	0%	1%	-8%	-6%
O=C(CCNC(=O)c1ccc([N+](=O)[O-])cc1)Nc1ccc(F)cc1	14%	3%	45%	-7%	-6%	1%	1%	2%	3%
Cn1ccc(=NC=C(C#N)C#N)c2ccccc21	8%	-11%	-22%	-12%	u	95%[activator]	2%	-7%	1%
CC(C)CC(NC(=O)C(NC(=O)OC(C)(C)C)C(C)C)C(N)=O (stereo unspecified)	17%	3%	1%	-10%	-5%	98%[activator]	1%	-3%	0%
COc1ccc(C(C)=O)cc1COC(=O)C(CO)NS(=O)(=O)c1ccc(Br)cc1 (stereo unspecified)	-31%	x	12%	-8%	-5%	107%[activator]	1%	-19%	-4%
CC1CCCC(C)N1C(=O)COC(=O)CCC(=O)c1ccc(F)cc1 (stereo unspecified)	x	x	x	-11%	-10%	u	x	x	-13%
CC(=O)N1CCC2(CC1)CC(=O)c1cc(OCC(=O)NCc3ccc(C)cc3)ccc1O2	11%[12.7 µM]	6%	51%	-4%	16%	-1%	-2%	142%[activator]	-1%
O=C(CN1CCOCC1)Nc1ccc2c(c1)OC(F)(F)O2	0%	-11%	-25%	-13%	0%	104%[activator]	-5%	-6%	-10%
O=C(c1ccco1)N1CCN(C(c2ccccc2Cl)c2nnnn2Cc2ccco2)CC1 (stereo unspecified)	-21%[59 µM]	u	0%	-5%	-7%	-10%	-11%	-19%	-25%
CCN(CC(=O)NCc1cccs1)C(=O)Cc1ccc(Cl)c(Cl)c1	x	x	x	-1%	4%	11%	x	x	-12%
COc1cc(OC)c(NC(=O)C(NS(=O)(=O)c2cccc3nsnc23)c2ccccc2)cc1Cl (stereo unspecified)	u	x	5%	-17%	x	0%	-19%	3%	-13%
Cc1cc(NCCN2CCCCC2)n2c(nc3ccccc32)c1C#N	10%[12.7 µM]	2%	-20%	x	-1%	x	3%	73%[activator]	x
O=C(CC1C[C@H](C(=O)N2CCCCC2)[C@@]2(CCc3ccccc3)c3[nH]c4ccccc4c3CCN2C1=O)NCc1cccc(C(F)(F)F)c1 (stereo partly specified)	x	x	x	-20%	2%	40%[activator]	x	x	-4%
Cn1c(=O)c2c(-c3ccccc3)n(-c3ccccc3O)cc2n(C)c1=O	-6%[59 µM]	0%	15%	-6%	-5%	27%	0%	-10%	-11%
Cc1cc(C)nc(/N=C(/NC(=O)Nc2ccc(Cl)c(Cl)c2)Nc2ccccc2)n1	11%[59 µM]	-1%	1%	x	22%	x	-14%	9%	x
CCn1cnc2sc(C(=O)N(Cc3ccc(N(C)C)cc3)Cc3ccco3)c(C)c2c1=O	16µM*	45µM*	9%	-12%	-3%	1%	-19%	-4%	-13%
O=c1cc(-c2cccc(F)c2)[nH]c2ccccc12	32µM*!	2%	0%	-5%	-4%[120 µM]	19%	-1%[120 µM]	4%[163 µM]	-13%&11%

Part of the list above, as labelled records:
> COc1ccc(CN2CCNC(=O)C2CC(=O)N(C)Cc2nonc2C)c(F)c1 (stereo unspecified)
- G9a inh: -10%
- BAZ2B inh: 0%
- Pol beta inh: -2%
- Pol eta inh: -8%
- APE1 inh: 16%
- Pol iota inh: 22%
- BLM inh: 0%
- Apoferritin bind: -9%
- Pol kappa inh: 0%
> Cc1ccccc1NC(=O)CSCn1nnc2c(=O)[nH]c(Cc3ccc(F)cc3)nc21
- G9a inh: -3%[59 µM]
- BAZ2B inh: 0%
- Pol beta inh: 0%
- Pol eta inh: -14%
- APE1 inh: x
- Pol iota inh: 37%[activator]
- BLM inh: -1%
- Apoferritin bind: -3%
- Pol kappa inh: 4%
> COc1cccc(-c2nc(C(N)=O)c3c(n2)n(-c2ccc4c(c2)OCO4)c(=O)n3C)c1OC
- G9a inh: 5%[59 µM]
- BAZ2B inh: -8%
- Pol beta inh: 23%
- Pol eta inh: -4%
- APE1 inh: x
- Pol iota inh: -1%
- BLM inh: 1%
- Apoferritin bind: 0%
- Pol kappa inh: -10%[60.1 µM]

Screening results deposited in PubChem by National Center for Advancing Translational Sciences (NCATS).

A portion of the library; rates above refer to the full screens.
